M1 PAM = potentiates human M1 receptor response to acetylcholine. AID 588819. 360,000 tested, 0.088% active. activation, % at 3 µM. CHO-K1 hM1, Fluo-8 calcium fluorescence, ACh EC20; 0% = ACh EC20, 100% = maximal ACh; in the data active = activation above about 19%, passing the limit was not always enough
Target sequence (P11229 whole entry, looked up): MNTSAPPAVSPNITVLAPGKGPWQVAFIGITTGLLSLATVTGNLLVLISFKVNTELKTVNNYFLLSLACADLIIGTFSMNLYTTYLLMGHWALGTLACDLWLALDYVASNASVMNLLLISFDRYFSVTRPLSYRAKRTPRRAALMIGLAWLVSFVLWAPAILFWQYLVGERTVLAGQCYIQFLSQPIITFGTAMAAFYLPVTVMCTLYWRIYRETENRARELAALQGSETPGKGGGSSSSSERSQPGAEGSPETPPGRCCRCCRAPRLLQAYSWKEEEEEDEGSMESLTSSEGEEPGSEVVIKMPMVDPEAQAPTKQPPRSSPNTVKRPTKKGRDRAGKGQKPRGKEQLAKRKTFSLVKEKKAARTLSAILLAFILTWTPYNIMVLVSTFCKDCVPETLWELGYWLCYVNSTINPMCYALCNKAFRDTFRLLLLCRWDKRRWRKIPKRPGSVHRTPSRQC
M1 antag = human CHRM1 antagonism; inhibition, % at 3 µM; CHO-K1 hM1, Fluo-8 calcium fluorescence, ACh EC80 antagonist; AID 588852; 360,000 tested, 1.3% active; P11229;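 active = percent inhibition above its own plate's cutoff, namely the mean of that plate's compound wells plus 3 SD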;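 also: peak over basal fluorescence ratio during 140 s after agonist addition; 0% = ACh EC80 plus DMSO and 100% = DMSO alone without agonist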
CHO-K1 Ca ag = M1 agonist counterscreen hit in parental CHO-K1 cells; Fluo-8 calcium fluorescence; scaled to maximal ATP response, vehicle zero; activation, % at 3 µM; 360,000 tested, 0.48% active; in the data active = activation above about 15%;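 also: untransfected CHO-K1 host cells lacking M1 receptor as counterscreen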
CHO parental Ca = signal in parental CHO cells, OX1R antagonist counter-screen. parental CHO-K1, ATP-induced calcium, Fluo-8 fluorescence. 330,000 tested, 0.63% active. inhibition, % at 5.6 µM. AID 463079;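 active = inhibition above that plate's mean sample inhibition plus 3 SD, cut at about 26% in these data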;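 also: 0% = ATP-challenged DMSO wells and 100% = DMSO wells without ATP; some compounds past the cut are filed as inactive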
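Assay system: parental CHO cells; Read-out basis: percent inhibition of ATP-evoked calcium rise, normalized to controls; Benchmarks: ATP and no-ATP DMSO wells; Compound dosing: single nominal dose of 5.6 µM per compound; Signal: Fluo-8 calcium dye fluorescence; Also added: ATP as calcium-mobilizing challenge; Repeats: singlicate.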
TAAR1 agonist = human TAAR1 agonism; CHO RD-HGA16 TAAR1, Fluo-8 calcium fluorescence; vehicle wells 0%, saturating PEA agonist 100%; AID 624467; Q96RJ0; 360,000 tested, 0.99% active; activation, % at 3 µM;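 active = activation above the mean activation of all test compounds in the run plus 3 SD, cut at about 38% in these data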
Target sequence (Q96RJ0 whole entry, looked up): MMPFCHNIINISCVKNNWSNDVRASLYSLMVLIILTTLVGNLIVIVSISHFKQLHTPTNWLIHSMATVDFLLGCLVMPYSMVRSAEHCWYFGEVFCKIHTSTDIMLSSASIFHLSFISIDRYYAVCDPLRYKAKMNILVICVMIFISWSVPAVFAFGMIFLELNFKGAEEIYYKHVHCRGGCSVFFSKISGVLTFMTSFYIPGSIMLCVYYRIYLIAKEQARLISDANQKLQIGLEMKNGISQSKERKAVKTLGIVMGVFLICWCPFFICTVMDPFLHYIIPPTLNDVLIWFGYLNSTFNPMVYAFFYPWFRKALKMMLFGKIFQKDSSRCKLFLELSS
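System: CHO-derived RD-HGA16 cells with stable Gα16 and human TAAR1 / Times: 17-24 h plating, Fluo-8 75 min 37 °C, 30 min RT / Technique: calcium-sensitive Fluo-8 signal, excitation 470-495, emission 515-575 nm / Measure: % activation relative to PEA EC100 response / Benchmarks: DMSO and PEA EC100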
CHRM1 agonist = human M1 muscarinic receptor agonism | P11229 | CHO-K1 hM1, Fluo-8 calcium fluorescence, agonist mode; 0% DMSO, 100% acetylcholine EC100 | activation, % at 3 µM | 360,000 tested, 0.33% active | AID 588814;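 active = activation above the run's mean compound activation plus 3 SD, cut at about 16% in these data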;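 also: peak over basal fluorescence ratio within a 140 s kinetic read after compound addition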
CHO-K1 Ca antag = M1 antagonist counterscreen hit in parental CHO-K1 cells. ATP-induced calcium, Fluo-8 fluorescence. inhibition, % at 3 µM. 360,000 tested, 0.6% active;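 active = inhibition above a per-plate cutoff, the plate's mean sample inhibition plus 3 SD, cut at about 24% in these data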;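 also: 0% = DMSO plus EC80 ATP and 100% = DMSO alone without ATP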
M1 PAM parental = M1 PAM counterscreen hit in parental CHO-K1 cells; 360,000 tested, 0.02% active; ATP EC20, Fluo-8 calcium fluorescence; 0% at ATP EC20, 100% at ATP max; activation, % at 3 µM; AID 602247;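 active = activation above the run cutoff, the mean activation of all test compounds plus 3 SD, cut at about 40% in these data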;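 also: peak over basal fluorescence ratio in a 140 s read after ATP addition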
TAAR1 antag = human TAAR1 antagonism; Q96RJ0; CHO RD-HGA16 TAAR1, Fluo-8 calcium fluorescence, antagonist; inhibition, % at 3 µM; 360,000 tested, 1.5% active;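 active = inhibition above a per-plate cutoff, the mean inhibition of test compounds on that plate plus 3 SD, cut at about 49% in these data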;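 also: 0% = DMSO plus EC80 beta-PEA response and 100% = DMSO alone without agonist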
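Test system: hTAAR1-expressing CHO RD-HGA16 cells, Gα16-coupled; Probe or stimulus: EC80 β-phenethylamine stimulus; Compound dosing: single nominal final test compound concentration of 3 µM; Timing: 140 s kinetic read after compound, 140 s after agonist; Signal: Fluo-8 calcium-sensitive fluorescence; Measure: % inhibition of agonist calcium response; Controls: DMSO and EC80 PEA controls.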
* hit, by the source's call; . = no result given.

SMILES	M1 PAM	M1 antag	CHO-K1 Ca ag	CHO parental Ca	TAAR1 agonist	CHRM1 agonist	CHO-K1 Ca antag	M1 PAM parental	TAAR1 antag
O=C(N/N=C(\CC(=O)c1cccs1)C(F)(F)F)c1cccnc1	7	-14	0.2	-28	1	-4	-12	15	-31
COc1ccccc1NC(=O)COn1nnc2ccc(S(=O)(=O)N3CCOCC3)cc21	16	-12	1.5	-27	11	-10	-8	21	-10
CCNC(=O)c1ccccc1SCc1ccccc1	-3	2	-0.5	-22	8	-7	22	-12	0
COc1ccc(CC(=O)Nc2ccc(S(=O)(=O)N(C)C3CCN(C)CC3)cc2)cc1	-1	5	2.5	-5	8	-4	7	8	6
COc1ccc(C(=O)Nc2cc(Cl)ccc2Cl)c(OC)n1	6	-12	0.2	2	.	-3	-8	5	.
CCNC(=O)C1(C)CCN(C(=O)c2cc(F)ccc2C)C1 (stereo not given)	1	-10	0.2	.	3	0	-12	17	-13
CCCCN(C)C1CCN(C(=S)Nc2cccc(OC)c2)CC1	3	-2	11	11	4	-4	3	7	-22
Cc1cc(OCCCC(=O)N2CCCCC2)cc(C)c1Cl	2	-6	2.4	-23	1	-3	-12	20	24
CNC(=O)[C@H]1O[C@@H](n2cnc3c(NCc4cccc(I)c4)ncnc32)[C@H](O)[C@@H]1O	-1	-19	-0.3	6	3	0	3	5	-22
CCOc1ccc(NC(=O)C(C)NC(=O)c2ccccc2Cl)cc1S(=O)(=O)N1CCCC1 (stereo not given)	10	-8	1.9	-19	12	-2	-19	9	-5
COc1cccc(-c2sc3ccc(OC)cc3c2C#CC2(O)CCCCC2)c1	8	-7	1.3	-64	3	-2	-18	19	8
Cc1ccc(C)c(OCc2cc(C(=O)N(C)Cc3ccccn3)no2)c1	1	-4	2.3	-14	-1	-1	-11	7	-3
Cc1cccc(OCC(=O)NCc2ccccc2)c1	15	-10	0.2	-14	-1	-4	-9	16	-17
O=C(Nc1cccc(S(=O)(=O)NC2=NCCCCC2)c1)c1cccnc1Cl	-1	5	1.7	-8	1	-1	-6	18	-9
O=[N+]([O-])c1c(Nc2ccccc2O)cc(N2CCOCC2)c2nonc12	4	-5	1.8	-4	5	-3	-9	13	-11
COc1ccc(-c2cn(-c3ccc(C)c(Cl)c3)c(=S)[nH]2)cc1OC	8	6	2.0	15	5	3	12	-15	1
COc1cccc(-c2cc(C(=O)NC3CC3)c3ccccc3n2)c1	-3	13	1.7	-33	4	-3	7	-26	3
COc1cc(OC)c(OC)cc1/C=N/NC(=O)c1ccc(CSc2nc(C)cc(C)n2)cc1	0	-3	-0.6	-25	0	-5	-11	12	-11
CCCOc1ccc(C(=O)CCC(=O)Nc2ccc(N3CCN(C)CC3)cc2)cc1	-11	22	0.4	-14	17	-9	-4	-3	5
COc1ccc(N2CCN(S(=O)(=O)CCNC(=O)C34CC5CC(CC(C5)C3)C4)CC2)cc1	9	-11	9.6	1	1	0	-7	-3	-12
CC(Nc1cccnc1)=C(C#N)C#N	10	-5	0.3	-5	7	-1	-21	10	-1
COc1cc(/C=C/C(=O)O)cc(S(=O)(=O)N2CCCc3ccccc32)c1OC	6	-7	0.5	-12	3	-2	5	0	-15
COC(=O)c1ccc(CSc2nc3sc4c(c3c(=O)n2C)CCCC4)o1	-1	6	0.1	3	4	-4	9	-11	-2
OCc1ccccc1-c1cccc2nccn12	-3	-6	0.8	.	.	-5	-3	-3	.
Cc1ccc2c(c1)nnn2C1CCN(CC(=O)Nc2ccccc2N2CCOCC2)CC1	-5	-18	2.6	-9	.	-7	-13	12	.
Cc1cc(N/C=C/C(=O)c2cccs2)ccc1F	5	5	0.6	-9	2	-6	-4	6	-3
CCC(C)COC(c1ccccc1)(c1ccccc1)C(Oc1nc(C)cc(C)n1)C(=O)O (stereo not given)	17	-19	-0.3	-25	81*	-5	-9	10	8
COc1ccc(NC(C)=O)cc1S(=O)(=O)Nc1cccc(S(=O)(=O)NC2=NCCC2)c1	-2	4	-0.2	-17	9	-2	4	-19	-3
CCc1cccc2c(C(=O)C(NC(C)CC)c3ccccc3)c[nH]c12 (stereo not given)	3	-2	4.5	-16	14	-3	-3	-12	11
[2H]C([2H])(CCOS(N)(=O)=O)c1ccccc1	9	-9	1.3	-2	5	-2	-17	21	1
COc1c(C)cc(S(=O)(=O)N2CCOCC2)c(C)c1C	6	-6	1.2	-13	-1	-4	-14	14	13
C/C(=N\NC(=O)c1cccnc1)c1nnn(-c2nonc2N)c1C	8	-4	0.2	-8	4	-2	-13	19	-3
Cc1c(C)c2ccc(OCC(=O)Nc3ccc(N4CCC(C)CC4)cc3)cc2oc1=O	-2	4	1.3	-19	1	-1	-7	-1	-19
Cc1ccc(C(=O)NC(C)C2CCCO2)o1 (stereo not given)	15	-8	1.0	-6	0	-1	-7	1	-5
C/C(=N/NS(=O)(=O)c1ccc(C(C)C)cc1)c1ccncc1	3	-5	7.4	.	2	2	-11	2	-27
COc1cc2c(cc1[N+](=O)[O-])-c1ccc([N+](=O)[O-])cc1C2=NO	2	-13	2.8	.	3	-1	-19	22	2
O=C(O)c1cc(-c2ccc3c(c2)OCO3)nc2ccccc12	7	-12	-0.1	-7	1	-4	3	8	18
O=C(CCn1cnc(-c2ccccc2)c1-c1ccccc1)N/N=C/c1ccccc1O	2	-2	0.0	-25	0	-3	3	-5	6
CCN(Cc1ccccc1)S(=O)(=O)CCNC(=O)c1ccc(OC)cc1	6	2	3.4	-2	2	-1	-3	17	-24
COc1cccc(/C=N/NC(=O)c2cnccn2)c1O	6	-10	0.9	2	2	1	-10	1	-11
Nc1ccc2nn(-c3cc([N+](=O)[O-])ccc3O)nc2c1	1	-9	-0.1	-5	-1	-2	9	1	9
O=C(c1ccc(S(=O)(=O)N2CCCCC2)cc1)N1CCCC(C(F)(F)F)C1 (stereo not given)	8	-8	1.6	-3	10	-2	-15	8	-25
CC(C)C(NC(=O)c1ccccc1)C(=O)OCn1nnc2ccccc2c1=O (stereo not given)	8	-11	4.3	-19	2	-3	-24	17	-9
C=CCN1C(=O)S/C(=C\c2ccc3c(c2)n(C)c(=O)n3C)C1=O	0	5	0.8	-7	8	-3	7	-9	13
COc1cc(-c2nnc(Cn3cc(C(F)(F)F)ccc3=O)o2)cc(OC)c1OC	3	3	0.0	-6	3	1	28*	-8	-14

Record cards, as listed above. Values in the order: M1 PAM | M1 antag | CHO-K1 Ca ag | CHO parental Ca | TAAR1 agonist | CHRM1 agonist | CHO-K1 Ca antag | M1 PAM parental | TAAR1 antag
`C/C(=N/NS(=O)(=O)c1ccc(C(C)C)cc1)c1ccncc1` across the screens: 3 | -5 | 7.4 | . | 2 | 2 | -11 | 2 | -27
`O=C(O)c1cc(-c2ccc3c(c2)OCO3)nc2ccccc12` across the screens: 7 | -12 | -0.1 | -7 | 1 | -4 | 3 | 8 | 18

New compounds follow.
SMILES	M1 PAM	M1 antag	CHO-K1 Ca ag	CHO parental Ca	TAAR1 agonist	CHRM1 agonist	CHO-K1 Ca antag	M1 PAM parental	TAAR1 antag
Cc1cc(Br)c(NC(=O)c2ccccc2[N+](=O)[O-])cc1C	7	-8	-0.5	-28	3	-12	4	0	-1
CCn1cc(NC(=O)Nc2ccccc2C(=O)OC)c(C(N)=O)n1	4	13	0.0	-2	0	0	-24	13	-12
O=C(NCCNC(=O)c1ccc(F)cc1)c1ccc(F)cc1	8	-16	0.1	1	1	-2	-3	7	9
O=C(c1[nH]c(C(F)(F)F)nc1-c1ccccc1)N1CCCN(Cc2ccc(F)cc2)CC1	2	-20	1.3	.	3	-2	-16	15	-15
Cc1nnc(SCC(=O)NC2CCCCC2)n(N)c1=O	-3	7	0.6	1	.	-3	-14	22	.
Cc1ccnc(SCc2ccc([N+](=O)[O-])cc2)n1	15	-17	0.1	0	5	0	-13	-8	-25
Nc1nnc(SCC(=O)N2CCc3ccccc32)n1-c1ccccc1	3	-5	-0.1	-14	4	-1	-3	7	-7
CCc1ccccc1N(CC(=O)NC1CCCC1)C(=O)CNC(=O)c1cccs1	-7	9	0.8	-14	2	-3	-2	14	3
COc1ccc(S(=O)(=O)NCC2CCCN(C(=O)CNC(C)=O)C2)cc1 (stereo not given)	11	-16	0.2	-11	3	0	-2	-13	0
CCOC(=O)c1ccc(NC(=O)NC2CCN(CC(=O)NCc3ccc4c(c3)OCO4)CC2)cc1	8	-1	0.3	-4	5	-5	-5	17	-5
COC(=O)c1ccc(C2OCC(C)(C)CO2)cc1	4	3	0.4	9	-1	-2	-8	7	-14
Cc1cc(=O)n2nc(N3CCCC(C(=O)Nc4ccc(C)c(C)c4)C3)sc2n1 (stereo not given)	2	-6	1.1	-15	1	-12	9	10	-5
COc1ccc(OC2(C)CCN(Cc3ccccc3OC(F)F)C2)cc1 (stereo not given)	-5	5	0.4	.	1	-7	0	5	-11
O=C(N/N=C/c1c[nH]c2ccccc12)c1cc2ccccc2o1	5	-13	0.6	-9	3	-4	-11	10	-2
Cc1ccc(C(=O)C(C)OC(=O)Cn2c(C)csc2=O)cc1 (stereo not given)	16	-12	0.9	4	0	-1	-11	15	10
CC(C)CNC(=O)c1cc2nc(C3CC3)cc(C(F)(F)F)n2n1	7	4	-0.3	-9	4	1	1	-14	-7
CCC(C)[C@H](NC(=O)NCc1ccc(OC)c(OC)c1)C(=O)O (stereo not given in full)	0	0	0.0	-9	0	-3	-9	-5	-6
Cc1cc(C(=O)N2CCc3ccccc3C2)n[nH]1	3	-1	0.8	0	3	0	7	-8	6
O=C(CS(=O)(=O)Nc1ccc(F)cc1Cl)Nc1ccc(F)cc1Cl	1	0	6.7	1	8	2	-10	-6	-5
Cc1nnc(SCC(=O)N2CCN(S(=O)(=O)c3ccccc3)CC2)[nH]c1=O	7	-8	0.2	-15	-2	-2	8	4	3
CCCCNC(=O)CN1C(=O)CSc2ccc(S(=O)(=O)N3CCOCC3)cc21	3	-7	-0.3	.	2	-2	-9	-3	-11
CC(C)c1csc(CN2CCCC(CNC(=O)c3cccc4ccccc34)C2)n1 (stereo not given)	9	2	5.7	-28	0	-4	-9	13	2
O=C1C=C(c2ccc(F)nc2)C[C@@H](c2ccc3c(c2)OCO3)C1	1	4	1.1	-8	3	-5	-5	7	5
CCCNc1nc2c(c(=O)n(C)c(=O)n2C)n1CCC(C)C	4	-6	-0.1	-7	10	-2	9	-4	-15
O=C(NC1CCCC1)c1ccc(CS(=O)(=O)Cc2ccccc2Cl)o1	0	-3	3.7	-14	2	-2	-13	14	-21

Single entries from the list:
Result for Cc1ccc(C(=O)NC(C)C2CCCO2)o1 (stereo not given) under CHO-K1 Ca antag: -7
Result for CCc1cccc2c(C(=O)C(NC(C)CC)c3ccccc3)c[nH]c12 (stereo not given) under M1 antag: -2
Result for CC(C)c1csc(CN2CCCC(CNC(=O)c3cccc4ccccc34)C2)n1 (stereo not given) under CHO parental Ca: -28
Result for Cc1ccnc(SCc2ccc([N+](=O)[O-])cc2)n1 under TAAR1 antag: -25

Compounds as they come. About 4.4% of those tested had a hit in this group.
